Screening data (PubChem BioAssay)
TRPML3 ag = human TRPML3 channel agonists, primary screen, cell-based, HEK293 TRPML3-YFP, Fluo-8 calcium fluorescence, 3 µM | AID 1448, 2008 | activation, % at 3 µM | 220,000 compounds, 0.29% hits | Mucolipin-3 (Homo sapiens), Q8TDD5 | 100% = the carbachol control signal;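 active means activation above its plate's cutoff, the mean activation of the plate's test wells plus 3 SD, cut at about 12% in these data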;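 further: 0% = DMSO only wells and 100% = carbachol wells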
Target sequence (Q8TDD5 whole entry, looked up): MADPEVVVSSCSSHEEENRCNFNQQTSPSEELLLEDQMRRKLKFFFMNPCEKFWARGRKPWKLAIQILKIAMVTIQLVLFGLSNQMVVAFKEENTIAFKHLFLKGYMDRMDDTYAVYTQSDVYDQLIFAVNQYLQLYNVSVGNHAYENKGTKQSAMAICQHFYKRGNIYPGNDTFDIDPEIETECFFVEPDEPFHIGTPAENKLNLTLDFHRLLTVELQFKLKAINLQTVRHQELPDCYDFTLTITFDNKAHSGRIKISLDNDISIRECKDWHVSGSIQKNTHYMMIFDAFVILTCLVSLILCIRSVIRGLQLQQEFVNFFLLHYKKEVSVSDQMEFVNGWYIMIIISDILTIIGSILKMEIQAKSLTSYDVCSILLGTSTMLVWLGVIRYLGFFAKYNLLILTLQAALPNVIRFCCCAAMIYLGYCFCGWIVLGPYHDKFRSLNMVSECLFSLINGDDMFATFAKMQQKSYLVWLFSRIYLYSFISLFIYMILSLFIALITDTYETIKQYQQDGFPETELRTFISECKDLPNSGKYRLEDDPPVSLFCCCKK
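Test system: HEK293 cells stably carrying human TRPML3-YFP; Doses: single dose, 3 µM final nominal compound, 0.3% DMSO final; Schedule: dye loading 1 h 37 °C then 30 min ambient, 125 s read; Technique: Fluo-8 calcium fluorescence; Benchmarks: high control carbachol 87 µM, low control DMSO.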
NPY Y1 blocker = NPY-Y1 receptor antagonists, primary screen, cell-based; HEK293-CNG Y1 cells, membrane potential fluorescence; NPY at EC95, then isoproterenol; inhibition, % at 3.6 µM; Neuropeptide Y receptor type 1 (Homo sapiens), P25929; 200,000 compounds, 1% hits;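 active means inhibition above the campaign mean inhibition of all tested compounds plus 3 SD, cut at about 20% in these data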;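 further: 0% = DMSO wells given NPY plus isoproterenol and 100% = isoproterenol alone without NPY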
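Test system: HEK293 cells co-expressing NPY Y1 receptor and cyclic-nucleotide gated channel; Also added: NPY (25 nM), isoproterenol (1 µM), Ro 20-1724 (25 µM); Compound dosing: one concentration, 3.6 µM, in 0.4% DMSO; Timing: dye 3 h, compound 60 min room temperature, stimulation 45 min; Technique: Membrane-potential fluorescent dye readout.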
EP2 mod = EP2 receptor modulators, cAMP readout, primary screen, cell-based, HTRF cAMP, PGE2 stimulation; induction, % at 25 µM; AID 940, 2007; Prostaglandin E2 receptor EP2 subtype (Homo sapiens), P43116; EP2-expressing cells, cAMP HTRF FRET, PGE2 co-stimulation; 260,000 compounds, 0.83% hits;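 active means compounds whose cAMP rise, as percent of the full-agonist control response, exceeds 60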;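 further: rat C6 glioma line stably carrying human EP2 under a CMV promoter; the protocol text gives 20 µM as final concentration; 100% = response of wells given 1 µM PGE2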
Target sequence (P43116 whole entry, looked up): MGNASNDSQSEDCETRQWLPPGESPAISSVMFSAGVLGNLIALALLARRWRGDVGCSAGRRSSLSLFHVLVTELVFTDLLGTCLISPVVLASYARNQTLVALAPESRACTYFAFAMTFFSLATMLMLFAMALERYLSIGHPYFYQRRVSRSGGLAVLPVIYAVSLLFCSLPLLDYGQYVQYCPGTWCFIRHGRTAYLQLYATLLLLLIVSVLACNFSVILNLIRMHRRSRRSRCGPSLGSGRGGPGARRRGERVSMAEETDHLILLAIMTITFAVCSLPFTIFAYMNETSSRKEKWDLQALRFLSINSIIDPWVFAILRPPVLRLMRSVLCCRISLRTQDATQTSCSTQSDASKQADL
zfTRPN1 agonist = zebrafish TRPN1 channel agonists, primary screen, cell-based, HEK293, calcium fluorescence. activation, % at 3 µM. 220,000 compounds, 0.18% hits. HEK293 zebrafish TRPN1-YFP, Fluo-8 calcium fluorescence; 100% = response to 87 µM carbachol. transient receptor potential cation channel N1 (TRPN1/NompC), Danio rerio;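 active means activation above its plate's cutoff, the mean activation of test wells on that plate plus 3 SD, cut at about 19% in these data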;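 further: 0% = DMSO alone and 100% = 87 µM carbachol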
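Material: zebrafish TRPN1-YFP in HEK293 cells; Doses: single test compound dose, 3 µM nominal, 0.3% DMSO; Timing: dye loading 1 h at 37 °C, then 30 min room temperature; Technique: intracellular calcium fluorescence with Fluo-8; Benchmarks: high carbachol 87 µM, low DMSO alone.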
PGE2 EP2 inh = human EP2 receptor antagonists, primary screen, TR-FRET cAMP, C6 glioma cells; C6 glioma cells expressing human EP2; cells stimulated with saturating PGE2; inhibition, % at 25 µM; 260,000 compounds, 0.52% hits;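 active means percent inhibition above 40 after rounding to a whole number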;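 further: rat C6 glioma host cells with rolipram phosphodiesterase inhibitor present; the protocol text gives 20 µM as final concentration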
NPY1 pot ag = NPY-Y1 receptor potentiators or agonists, primary screen, cell-based; 220,000 compounds, 0.37% hits; activation, % at 3.6 µM; NPY-Y1 expressing cells, potentiator/agonist activation; in the data active means activation above about 33%, passing the limit was not always enough;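 further: cells stimulated with NPY at EC10 then isoproterenol at EC100; 0% = low agonist plus stimulus and 100% = saturating agonist plus stimulus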
CHOP inhibitor = inhibitors of CHOP promoter induction, primary screen, cell-based, unfolded protein response, luciferase reporter; 220,000 compounds, 3.8% hits; inhibition, % at 10 µM; CHO-K1 CHOP-promoter luciferase, tunicamycin-induced, 15-18 h;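 active means compounds that reduced the stress-induced luciferase reporter signal by more than about 70% of percent inhibition, limit read from the data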;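 further: 0% = tunicamycin plus vehicle and 100% = wells without tunicamycin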
14-3-3 Bad inh = inhibitors of 14-3-3 zeta/Bad binding, primary screen, biochemical, TR-FRET, bovine 14-3-3 zeta | 14-3-3 protein zeta/delta (Bos taurus), P63103 | TR-FRET 14-3-3zeta/Dy647-pBad peptide displacement, 1 h | inhibition, % at 21.7 µM | 220,000 compounds, 0.71% hits;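 active means inhibition above about 70%, limit read from the data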;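 further: 0% = full 14-3-3 plus peptide FRET controls and 100% = background without 14-3-3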
PPC-1+TRAIL kill = compounds killing PPC-1 cancer cells with TRAIL present, primary screen, TRAIL potentiator project, ATPLite luminescence, uHTS; PPC-1 cells + TRAIL, ATPLite viability luminescence; cell killing (% activity), % at 4 µM; 220,000 compounds, 0.41% hits; AID 1443, 2008;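 active means cell killing above 50% in the first pass at 4 µM, then a duplicate retest at 5 µM averaging 50% or more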;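 further: plate controls were cells with TRAIL plus DMSO for no effect and medium-only wells lacking cells for full effect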
* = called active by the depositor; x = no result given; & = joins results of further samples; [ ] = remark or other dose. Some of the compounds tested; count on the stated rates, not on these rows.

SMILES	TRPML3 ag	NPY Y1 blocker	EP2 mod	zfTRPN1 agonist	PGE2 EP2 inh	NPY1 pot ag	CHOP inhibitor	14-3-3 Bad inh	PPC-1+TRAIL kill
COCCn1c(COc2ccc(OC)cc2)nc2ccccc21	-0.4	7	6	-0.2	12	-10	10	-2	9
CCCCCCn1c(N)c(C#N)c2ccc([N+](=O)[O-])cc2c1=O	1.1	-1	-13	2.6	6	-14	33	-7	19
Cc1ccc(S(=O)(=O)Nc2nc3ccccc3nc2N2CCN(c3ccccc3F)CC2)cc1	0.8	9	10	-1.3	26	-10	22	5	24
O=C(O)CCC(=O)N1CCN(c2ncccn2)CC1	-0.7	x	7	-3.0	0	9	4	-3	4
Cc1ccc(NC(=S)N/N=C2\CC(C)(C)Oc3ccc(O)cc32)cc1	-0.9	-3	2	-1.6	6	23	19	-6	11
COc1cc(NC(=S)NC(C)=O)ccc1NC(=O)C(C)C	1.0	0	6	2.0	9	-1	-2	-12	11
COc1ccc(-c2cnc(SCC(=O)Nc3cc(C)on3)n2Cc2ccco2)cc1	-1.0	3	6	-2.4	x	-3	-10	-5	39
CS(=O)(=O)N1CCCC(C(=O)NCCc2ccc(Cl)cc2)C1 (configuration not stated)	0.2	-4	17	-0.9	8	1	8	-3	8
C1CCN(c2nc(N3CCCCC3)nc(N3CCNCC3)n2)CC1	1.2	-26	26	0.4	7	103*	32	-8[fluorescence artefact?]	10
COc1cc([N+](=O)[O-])ccc1NC(=O)/C=C/C(=O)O	1.1	-1	2	1.9	2	7	-16	9	4
O=C(O)Cn1c(SC2CCCCC2)nc2ccccc21	0.7	4	6	-0.8	10	-15	-35	7	11
N#CCN1CCCC(C(N)=O)C1 (configuration not stated)	0.6	-4	20	1.8	3	8	2	-1	4
CCCCCCCCCCOC(=O)C[N+](C)(C)C/C=C(/C)Cl	-0.7	23*	-4	-2.4	6	-1	19	-22	23
Nc1cc(C(F)(F)F)cc([N+](=O)[O-])c1N	0.2	0	-38	-0.8	1	19	12	-7	17
COc1cc(C(=O)NCC(=O)OCc2ccccc2Cl)cc(OC)c1OC	-1.2	0	-46	0.1	8	-23	-22	-3	5
O=C(CSc1ncccn1)Nc1ccc(N2CCOCC2)cc1	0.8	4	11	0.2	15	-7	30	-10	13
COc1ccc(C2NC3=C(CCC3)C3(C#N)C4(N=C(N)C23C#N)OCCO4)cc1 (configuration not stated)	-0.1	1	10	1.1	7	13	5	1	23
Cc1cc(=O)oc2cc(NC(=O)C3CC(=O)N(Cc4ccccc4)C3)ccc12 (configuration not stated)	0.7	-2	-7	0.1	16	21	4	2	-5
CC(=O)Nc1ccc(OC(=O)c2cc([N+](=O)[O-])ccc2Cl)cc1	0.5	-3	-9	1.1	2	0	2	-1	-2
CC(C)(C)c1ccccc1OCCOCCN1CCCCCC1	1.0	5	-26	0.2	7	-30	-14	-1	16
Cn1cc(CN2CCC(CO)CC2)c(-c2ccc(Oc3ccccc3)cc2)n1	0.9	7	-29	2.1	3	-18	-8	-4	12
Cc1ccccc1C(=O)/C=C1/SCC(=O)N1C	0.7	0	-6	3.0	4	-1	15	-4	7
S=C(NCCc1ccccc1)Nc1ccc(Cl)cc1	0.9	1	-45	1.6	9	-1	-10	-2[fluorescence artefact?]	8
CCNC(=O)Cc1c(OC)ccc2cc(Br)ccc12	0.8	-2	13	0.3	11	4	5	-1	-2
Cc1csc(NC(=O)CCNC(=O)c2ccccc2Cl)n1	0.2	9	22	-0.7	9	2	4	-11	12
COc1ccc(-c2nnc(SCC(=O)NC(=O)NCc3ccco3)o2)cc1	0.3	-6	2	0.3	8	-12	55	-8	11
O=C(CNC(=O)c1ccccc1F)OCc1nc2ccccc2s1	-0.3	7	44	-1.1	1	-14	-17	2	8
Cc1ccc(S(=O)(=O)Cn2cnnn2)cc1	0.6	-5	27	-1.1	4	8	5	4[fluorescence artefact?]	2
O=C(c1ccc(Cl)nc1)c1cccs1	0.7	x	25	0.5	2	5	4	8	3
CCc1ccc(-c2cc(C(=O)Nc3c(C)n(C)n(-c4ccccc4)c3=O)c3ccccc3n2)s1	-1.9	5	17	-2.6	10	15	33	1	10
CCOC(=O)N1CCc2c(sc(NC(=O)CN3CCOCC3)c2C#N)C1	0.4	x	-6	1.2	5	3	4	4	9
COc1ccc(C(=O)C2CCCN(C(=O)c3noc4c3CCCC4)C2)c(C)c1 (configuration not stated)	-0.2	7	-56	-0.9	6	-18	13	0	13
CCN(CC)P(=O)(Nc1ccccc1Br)c1ccc(N(C)C)cc1NC(=O)c1ccco1 (configuration not stated)	-0.1	1	66*	-1.4	5	7	5	-8	-28
Nc1cccc(C(=O)Nc2ccc(N)cc2Cl)c1	1.1	2	9	0.2	9	-13	16	2	21
CCCCN(CC)CCNS(=O)(=O)c1ccc2c(c1)oc(=O)n2C	0.5	0	-5	0.1	11	-16	-1	-1	-3
O=C(c1ccco1)N1CCN(C(=O)c2ccc(COc3ccc(Cl)cc3Cl)o2)CC1	-0.4	8	x	-0.1	1	-32	x	x	x
CC(C)(C)c1cc(CN2CCOCC2)c(C(=O)O)o1	1.8	-3	7	-0.4	15	6	-5	20	47
CCC(C)NS(=O)(=O)c1ccc(NC(=O)C(Sc2ccccc2)c2ccccc2)cc1 (configuration not stated)	0.4	-2	-1	3.2	3	26	9	10	18
CC(C)(C)NC(=O)C(c1ccccn1)N(C(=O)c1csnn1)C1CCCC1 (configuration not stated)	-0.2	x	35	0.6	4	8	-33	5	-12
CC(=O)c1cnc(Nc2nc(C)c3ccc(C)cc3n2)nc1C	0.9	6	10	1.7	9	2	-3	-9	-11

Rewritten bar-delimited: part of the list above.
compound | TRPML3 ag | NPY Y1 blocker | EP2 mod | zfTRPN1 agonist | PGE2 EP2 inh | NPY1 pot ag | CHOP inhibitor | 14-3-3 Bad inh | PPC-1+TRAIL kill
Cn1cc(CN2CCC(CO)CC2)c(-c2ccc(Oc3ccccc3)cc2)n1 | 0.9 | 7 | -29 | 2.1 | 3 | -18 | -8 | -4 | 12
Cc1ccccc1C(=O)/C=C1/SCC(=O)N1C | 0.7 | 0 | -6 | 3.0 | 4 | -1 | 15 | -4 | 7
S=C(NCCc1ccccc1)Nc1ccc(Cl)cc1 | 0.9 | 1 | -45 | 1.6 | 9 | -1 | -10 | -2[fluorescence artefact?] | 8
CCNC(=O)Cc1c(OC)ccc2cc(Br)ccc12 | 0.8 | -2 | 13 | 0.3 | 11 | 4 | 5 | -1 | -2
Cc1csc(NC(=O)CCNC(=O)c2ccccc2Cl)n1 | 0.2 | 9 | 22 | -0.7 | 9 | 2 | 4 | -11 | 12
COc1ccc(-c2nnc(SCC(=O)NC(=O)NCc3ccco3)o2)cc1 | 0.3 | -6 | 2 | 0.3 | 8 | -12 | 55 | -8 | 11
O=C(CNC(=O)c1ccccc1F)OCc1nc2ccccc2s1 | -0.3 | 7 | 44 | -1.1 | 1 | -14 | -17 | 2 | 8
Cc1ccc(S(=O)(=O)Cn2cnnn2)cc1 | 0.6 | -5 | 27 | -1.1 | 4 | 8 | 5 | 4[fluorescence artefact?] | 2
O=C(c1ccc(Cl)nc1)c1cccs1 | 0.7 | x | 25 | 0.5 | 2 | 5 | 4 | 8 | 3

More entries.
SMILES	TRPML3 ag	NPY Y1 blocker	EP2 mod	zfTRPN1 agonist	PGE2 EP2 inh	NPY1 pot ag	CHOP inhibitor	14-3-3 Bad inh	PPC-1+TRAIL kill
O=C(CCNS(=O)(=O)c1ccc(Br)s1)NCc1ccccc1	-0.1	5	-24	-0.8	8	-3	11	-10	-13
CC(=O)CCc1c(C)[nH]c2ccc(NC(C)=O)cc2c1=O	0.9	10	-7	0.4	17	3	-3	7	-1
Cc1ncc(S(=O)(=O)C(C)(C)C)c(N)n1	0.6	x	-21	1.6	4	-4	5	1	1
COc1cccc(-n2c(C)c3c(OC)cccc(=O)c3c2C)c1	0.5	7	19	-0.2	6	4	9	-12	-6
COc1cc(OC)cc(C(=O)Nc2ccc(S(=O)(=O)Nc3cc(C)nc(C)n3)cc2)c1	0.8	-1	1	1.3	x	-26	-2	-7	26
CCN(CC)C(=O)Oc1ccccc1NC(C)=O	-0.4	2	4	0.2	5	-12	21	-2[fluorescence artefact?]	7
OCCN(CCO)CC(O)COc1ccc(Br)cc1 (configuration not stated)	0.2&0.6	x	5&12	1.8&0.2	8&11	15&-2	10&13	2&-4	8&-8
CCC(=O)Nc1cccc(NC(C)=O)c1	1.1	0	17	-0.1	x	2	57	-2	21
Cc1sc2nc(COC(=O)c3cccc(S(=O)(=O)N(C)c4ccccc4)c3)[nH]c(=O)c2c1C	-1.1	-1	21	0.0	4	-27	0	-17	15
CCOC(=O)N1CCC(N(CCN(C)C)C(=S)Nc2ccc(F)c(Cl)c2)CC1	1.2	0	35	2.0	6	6	27	-25	2
CC(C)(C)C(=O)NC1CCN(S(=O)(=O)c2ccc(C(F)(F)F)cc2)CC1	1.4	4	0&9	0.3	9&-6	2	1	8	14
O=C(Cc1ccccc1)NNC(=O)C1CCCC1	0.1	1	38	1.1	6	10	-7	-7	2
O=C(Nc1ccc(N2CCCCC2)c(Cl)c1)c1ccc(N2CCOCC2)c([N+](=O)[O-])c1	0.6	-5	-24	1.9	15	42*	10	-4[fluorescence artefact?]	16
CCCCC(=O)Nc1ccc(C(=O)N2CCC(C(=O)OCC)CC2)cc1	-0.1	1	-21	-1.4	4	-9	0	5	-4
Cc1cc(Cl)ccc1NC(=O)CN1CCC(C(O)(c2ccccc2)c2ccccc2)CC1	-0.4	-1	20	-0.6	-2	-14	23	10	-1

In another format: two of the compounds above.
Results follow in this order: TRPML3 ag	NPY Y1 blocker	EP2 mod	zfTRPN1 agonist	PGE2 EP2 inh	NPY1 pot ag	CHOP inhibitor	14-3-3 Bad inh	PPC-1+TRAIL kill
- CCCCC(=O)Nc1ccc(C(=O)N2CCC(C(=O)OCC)CC2)cc1
→ -0.1	1	-21	-1.4	4	-9	0	5	-4
- Cc1cc(Cl)ccc1NC(=O)CN1CCC(C(O)(c2ccccc2)c2ccccc2)CC1
→ -0.4	-1	20	-0.6	-2	-14	23	10	-1
